Screening data (PubChem)
UBC13 inh – blocks human UBC13 polyubiquitin chain formation. P61088. TR-FRET. inhibition, % at 20 µM. 0.47% of 330,000 active; in the data active = inhibition above about 45%, passing the limit was not always enough
CCR6 antag – antagonists of human CCR6 receptor | P51684 | CHO-K1 CCR6 PathHunter beta-arrestin, luminescence, CCL20-stimulated | inhibition, % at 20 µM | 0.49% of 340,000 active | AID 493098;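 active = compounds whose inhibition of the agonist-driven luminescence signal at 20 µM reaches about 50%, limit read from the data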;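 also: cells stimulated with CCL20 at 14 nM final; plate controls were DMSO with CCL20 for no effect and DMSO without agonist for full effect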
Jurkat NFkB inh – inhibitors of the PMA/ionomycin-induced NF-kB reporter in Jurkat cells. PMA/ionomycin-induced NF-kB luciferase reporter, luminescence. 0.53% of 330,000 active. inhibition, % at 4 µM. AID 435003; in the data active = inhibition above about 50%
697 NFkB inh – inhibitors of the PMA/ionomycin-induced NF-kB reporter in 697 B cells. 697 B-cell NF-kB luciferase reporter, 16 h. AID 435022. inhibition, % at 4 µM. 0.33% of 330,000 active; in the data active = inhibition above about 35%
EBI2 antag – blocks human EBI2 receptor beta-arrestin signaling. inhibition, % at 5 µM. 0.81% of 360,000 active. P32249. EBI2 beta-arrestin recruitment, luminescence, 7a,25-OHC stimulated; in the data active = inhibition above about 38%;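 also: enzyme fragment complementation signal reports receptor beta-arrestin coupling in cells; 0% = agonist plus DMSO wells and 100% = wells without agonist; some results beyond the cut were filed as inactive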
Target sequence (P32249 whole entry, looked up, the tested form may be a part): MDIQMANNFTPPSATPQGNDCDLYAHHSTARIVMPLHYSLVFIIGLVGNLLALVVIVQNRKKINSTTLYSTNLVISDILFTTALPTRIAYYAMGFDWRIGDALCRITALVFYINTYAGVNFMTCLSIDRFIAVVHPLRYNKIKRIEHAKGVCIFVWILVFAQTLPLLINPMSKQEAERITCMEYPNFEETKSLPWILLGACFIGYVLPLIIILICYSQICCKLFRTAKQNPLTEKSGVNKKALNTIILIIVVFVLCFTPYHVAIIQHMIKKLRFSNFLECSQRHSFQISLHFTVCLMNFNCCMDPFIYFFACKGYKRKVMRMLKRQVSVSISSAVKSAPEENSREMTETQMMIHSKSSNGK
CXCR6 block – inhibitors of human CXCR6 receptor; O00574; CHO-K1 PathHunter CXCR6 beta-arrestin, luminescence; inhibition, % at 20 µM; 0.36% of 360,000 active; AID 602244; in the data active = inhibition above about 34%, passing the limit was not always enough;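 also: antagonist mode with CXCL16 agonist at 10 nM final; 0% = 10 nM CXCL16 with DMSO and 100% = unstimulated wells without agonist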
Target sequence (O00574 whole entry, looked up): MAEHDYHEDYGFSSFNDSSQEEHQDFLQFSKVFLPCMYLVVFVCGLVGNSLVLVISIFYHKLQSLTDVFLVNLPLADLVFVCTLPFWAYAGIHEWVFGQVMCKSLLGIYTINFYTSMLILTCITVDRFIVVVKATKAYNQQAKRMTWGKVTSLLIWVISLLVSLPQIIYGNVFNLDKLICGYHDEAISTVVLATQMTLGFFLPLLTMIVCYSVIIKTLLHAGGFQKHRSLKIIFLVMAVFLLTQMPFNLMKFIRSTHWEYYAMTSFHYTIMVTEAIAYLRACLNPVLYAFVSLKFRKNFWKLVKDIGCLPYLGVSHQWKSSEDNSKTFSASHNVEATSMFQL
Gli-Sufu block – blocks Gli-Sufu signaling in a luciferase reporter. Sufu-KO-LIGHT fibroblasts, Gli luciferase reporter luminescence. 0.74% of 340,000 active. inhibition, % at 5 µM;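 active = inhibition above about 55%, limit read from the data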;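 also: 0% = DMSO-treated cells and 100% = wells with medium but no cells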
APJ antag – blocks the human apelin receptor APJ; CHO-K1 APJ beta-arrestin complementation, luminescence; 0.32% of 330,000 active; inhibition, % at 20 µM; P35414;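 active = inhibition above about 40% at 20 µM, limit read from the data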;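 also: cells challenged with 10 nM apelin-13 agonist together with compound; plate controls were apelin-13 plus DMSO wells for no effect and DMSO wells lacking apelin-13 for full effect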
Target sequence (P35414 whole entry, looked up): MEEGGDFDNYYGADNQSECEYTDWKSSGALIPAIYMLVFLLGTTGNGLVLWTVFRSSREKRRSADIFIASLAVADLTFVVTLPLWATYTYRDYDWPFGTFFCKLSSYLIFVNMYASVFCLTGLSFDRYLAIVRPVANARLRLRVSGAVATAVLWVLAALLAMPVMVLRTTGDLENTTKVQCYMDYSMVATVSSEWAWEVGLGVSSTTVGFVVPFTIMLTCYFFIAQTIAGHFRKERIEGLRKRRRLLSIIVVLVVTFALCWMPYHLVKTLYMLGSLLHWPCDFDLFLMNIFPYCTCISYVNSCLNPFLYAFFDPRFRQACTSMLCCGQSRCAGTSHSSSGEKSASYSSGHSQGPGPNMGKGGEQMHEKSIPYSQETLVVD
* marks the source's active call; other numbers are inactive results; . = not tested or not shown.

SMILES	UBC13 inh	CCR6 antag	Jurkat NFkB inh	697 NFkB inh	EBI2 antag	CXCR6 block	Gli-Sufu block	APJ antag
O=C(Nc1ccccc1F)Nc1cccc2ccc(O)cc12	-4	2	-32	-55	-2	-6	2	-9
CCOc1ccccc1C=C1SC(=S)NC1=O	.	22	.	.	-7	2	7	.
COc1ccccc1N1CCN(C(=O)CN(c2ccccc2OC)S(=O)(=O)c2ccccc2)CC1	2	2	11	3	2	0	13	0
Cc1ccc(NC(=O)C2C3CCCC2C3c2ccccc2)c(C)c1 (centres undefined)	11	7	5	20	3	0	-4	-6
COC(=O)c1c(-c2ccccc2)csc1NC(=O)c1ccco1	17	-5	-153	-219	-2	-6	-87	13
COc1cc(C(=O)N2CCN(c3ccccc3O)CC2)ccc1OCC(=O)N1CCOCC1	2	-8	0	16	-1	-1	0	8
CN1CN(C)c2cccc3cccc1c23	-7	-10	5	6	-12	-10	1	-14
Cc1occc1C(=O)NNC(=O)c1ccccc1F	-4	1	-4	-22	-5	-5	-27	3
O=C(c1ccco1)N1CCN(C(c2ccccc2Cl)c2nnnn2Cc2ccco2)CC1 (centres undefined)	-2	-26	10	-1	4	2	2	-6
CCC(C)(C)c1nnc(NC(=O)C2CC(=O)N(CCc3ccc(F)cc3)C2)s1 (centres undefined)	-2	1	9	5	2	1	4	3
COc1ccc(NS(=O)(=O)c2cc(NC(=O)c3ccccc3)ccc2N2CCOCC2)cc1	5	12	28	-27	23	-1	-19	8
COc1ccc(CCN(Cc2ccccn2)C(=S)Nc2cccc(C)c2)cc1OC	14	-9	18	5	-2	-2	-3	0
COc1ccc(/C=C/C(=O)O)cc1S(=O)(=O)NC1CCS(=O)(=O)C1 (centres undefined)	2	-6	3	7	-9	-2	-10	8
CC(C)CN(C(=O)COC(=O)c1cnc(Cl)c(Cl)c1)c1c(N)n(Cc2ccccc2)c(=O)[nH]c1=O	-4	8	-1	14	-2	3	-1	4
Cc1noc(C)c1C(=O)N1CCN(c2ccc(OCc3ccccc3)cc2)CC1	1	15	7	-2	-2	-1	7	-2
CCOc1cc(NC(=S)NCCCOC)c(OCC)cc1NC(=O)c1ccco1	-2	25	11	7	19	1	0	12
CCCn1c(=O)c2ccccc2n2c(SCc3c(C(=O)OCC)oc4ccccc34)nnc12	-7	4	16	-22	13	6	4	11
CC(NCC(=O)Nc1ccccc1C(=O)NC1CC1)c1ccccc1Cl (centres undefined)	-5	11	-17	2	2	-2	-4	-64
c1ccc(C2CC(c3ccccc3)n3c(nc4ccccc43)N2)cc1 (centres undefined)	-15	8	-9	-8	-6	-1	6	6
CC(=O)N=c1sccn1CC(O)c1ccccc1 (centres undefined)	5	8	-30	-8	-3	-4	7	-18

Reformatted with two lines to a compound: part of the list above
The line under a structure holds: UBC13 inh, CCR6 antag, Jurkat NFkB inh, 697 NFkB inh, EBI2 antag, CXCR6 block, Gli-Sufu block, APJ antag
> CC(C)CN(C(=O)COC(=O)c1cnc(Cl)c(Cl)c1)c1c(N)n(Cc2ccccc2)c(=O)[nH]c1=O
→ -4, 8, -1, 14, -2, 3, -1, 4
> Cc1noc(C)c1C(=O)N1CCN(c2ccc(OCc3ccccc3)cc2)CC1
→ 1, 15, 7, -2, -2, -1, 7, -2
> CCOc1cc(NC(=S)NCCCOC)c(OCC)cc1NC(=O)c1ccco1
→ -2, 25, 11, 7, 19, 1, 0, 12
> CCCn1c(=O)c2ccccc2n2c(SCc3c(C(=O)OCC)oc4ccccc34)nnc12
→ -7, 4, 16, -22, 13, 6, 4, 11

(cont.)
SMILES	UBC13 inh	CCR6 antag	Jurkat NFkB inh	697 NFkB inh	EBI2 antag	CXCR6 block	Gli-Sufu block	APJ antag
COc1ccc(NC(=S)Nc2cc(C(F)(F)F)ccc2F)cc1	-9	17	-16	2	43*	0	2	5
COc1ccc(CCNC(=O)C2=CC=CN3CCS(=O)(=O)N=C23)cc1	3	0	-1	6	-3	0	.	-5
O=c1ccn(Cc2ccc(F)cc2)c2ccnc(C(F)(F)F)c12	-10	11	-1	-48	-17	-3	8	-6
COC(=O)c1cc(-c2ccc(OC)cc2)n[nH]1	3	-2	-25	-13	-6	-3	-7	1
Cc1cnc(C(=O)OCC(=O)Nc2cc(Cl)ccc2C#N)cn1	-15	-1	-2	0	-8	3	5	4
CC1(C)CC2CC(C)(CN2C(=O)c2cccs2)C1 (centres undefined)	7	-2	11	5	8	5	-8	18
O=C(CSc1nccc(=O)[nH]1)Nc1cccc2ccccc12	6	7	18	6	11	-3	25	22
Nc1c(NCc2ccccc2)c2ccccc2oc1=O	-5	7	1	-1	-18	12	-5	22
Cc1ccc(-c2nnn(CC(=O)N(c3ccccc3F)C(C(=O)NC3CCCC3)c3ccncc3)n2)o1 (centres undefined)	1	5	9	5	-3	0	2	10
CN(Cc1ccccc1)S(=O)(=O)c1ccc(OCC(=O)Nc2cccc([N+](=O)[O-])c2)cc1	-6	22	12	25	-4	-15	1	0
N#Cc1nc(COc2ccc(F)cc2)oc1N1CCN(Cc2ccccc2)CC1	0	14	8	-1	35	6	11	5
CC(Oc1cc2oc(=O)c3c(c2cc1Cl)CCC3)C(=O)NCCCN1CCCC1=O (centres undefined)	2	-2	6	9	-6	-9	31	4
CCCN1Cc2cccc(C(=O)NC(C)c3cccs3)c2C1=O (centres undefined)	6	-1	-6	-5	-7	-6	7	-8
O=C(c1ccccc1)c1nn(-c2cccc(Cl)c2)ccc1=O	2	-8	10	-6	2	0	3	16
OC(COc1ccc2cc(Br)ccc2c1)Cn1ccnc1 (centres undefined)	5	-6	1	-5	40	-11	.	7
O=C(Nc1nc2ccc(SC(F)F)cc2s1)c1ccc2c(c1)S(=O)(=O)c1ccccc1C2=O	-25	.	3	-29	.	.	.	-1
COc1ccc(C2=CC(c3ccc(C)cc3)n3nnnc3N2)cc1 (centres undefined)	9	2	-6	12	-4	-8	0	19
CC(=O)c1ccc(S(=O)(=O)N2CCN(C(C)=O)CC2)cc1	-7	2	3	0	-3	5	0	-23
CCC/C=N/Nc1nnc(Cc2ccc(OC)c(OC)c2)c(=O)[nH]1	1	0	-7	9	-8	7	4	7
Cc1ccccc1N1CC(C(=O)Nc2nnc(SCC(=O)Nc3nccs3)s2)CC1=O (centres undefined)	-4	8	8	-10	1	-19	2	4
COC(=O)C1=C(N)Oc2c(oc(CO)cc2=O)C1c1c(F)cccc1Cl (centres undefined)	17	16	5	12	-2	-1	-3	20
CCC1CC2CC(NC(C)=O)C1C2 (centres undefined)	6	-13	14	-17	-7	5	-4	10
CCCn1c(=O)n(C)c(=O)c2c(SCC(=O)NCc3ccco3)nc(C3CC3)nc21	11	12	7	8	-6	8	0	11
COc1cccc(CNS(=O)(=O)c2cccc(S(=O)(=O)N3CCOCC3)c2)c1	-2	3	3	-2	-2	-3	3	11
CCCCCCC(=O)Nc1nc(C)c(-c2csc(Nc3cc(Cl)ccc3C)n2)s1	-29	8	0	1	6	11	-12	1
CCc1ccccc1NC(=O)N[C@H](C(=O)O)C(C)CC (some centres undefined)	2	-8	-8	25	-14	-6	16	13
CC(C)CCNC(=O)c1onc(CSc2ccc(Cl)cc2)c1C(=O)NCCC(C)C	10	21	13	11	5	6	4	11
COc1ccc(C=O)cc1COc1c(F)c(F)cc(F)c1F	-4	-3	-5	-2	-6	3	-7	6
CCOc1ccccc1N(C)S(=O)(=O)c1ccc2c(c1)N(C(C)=O)CCO2	-8	2	4	-30	-7	2	-1	15
COc1ccccc1N1CCN(C(=O)c2cc(=O)c3cc(C)ccc3o2)CC1	-5	6	20	-21	93*	-4	8	5
CC(=O)Oc1ccccc1-c1nc(/C=C/c2ccccc2)no1	7	3	-105	-136	3	-3	-79	4
COc1ccc(N(/N=C2\Sc3ccccc3C2=O)C(C)=O)cc1	.	42	.	.	28	23	-16	.
COc1ccc(Cl)cc1S(=O)(=O)N1CCN=C1c1ccccc1	-2	0	-7	-10	-2	0	6	14
CCOc1ccccc1N(CC(=O)Nc1ccccc1C(=O)NCc1ccco1)S(C)(=O)=O	0	-1	-13	-20	-5	-3	0	-12
Cc1noc(C)c1COc1cccc(C(=O)NC(C)(C)C)c1	-4	9	3	2	-7	8	1	15
Cc1ccc(/C=C(\C#N)C(=O)NCC2CCCO2)o1 (centres undefined)	-11	-1	-10	-11	0	-1	4	-13
C=C1CCC2[C@](C)(CO)[C@H](O)CC[C@@]2(C)[C@@H]1C/C=C1\C(=O)OC[C@H]1O (some centres undefined)	2	-16	29	-5	-2	0	3	-24
CCOC(=O)c1ccccc1NC(=O)COC(=O)c1ccc(C)c(S(=O)(=O)N2CCOCC2)c1	9	6	-2	23	24	0	-8	-2
CN(CC(=O)Nc1ccc(Cl)c(C(F)(F)F)c1)C(=O)c1cc(=O)[nH]c2ccccc12	7	7	8	18	-1	-11	-2	-6
O=C(CC1Sc2ccccc2NC1=O)Nc1ccccc1[N+](=O)[O-] (centres undefined)	-1	11	-2	-15	-3	2	-14	-6

An excerpt from above in order of the Jurkat NFkB inh value, lowest first.
Compound,Jurkat NFkB inh
COc1ccc(C=O)cc1COc1c(F)c(F)cc(F)c1F,-5
CCOC(=O)c1ccccc1NC(=O)COC(=O)c1ccc(C)c(S(=O)(=O)N2CCOCC2)c1,-2
COc1cccc(CNS(=O)(=O)c2cccc(S(=O)(=O)N3CCOCC3)c2)c1,3

Whole records, looked up by structure.
Listed for `CCOc1ccccc1N(CC(=O)Nc1ccccc1C(=O)NCc1ccco1)S(C)(=O)=O` → UBC13 inh: 0; CCR6 antag: -1; Jurkat NFkB inh: -13; 697 NFkB inh: -20; EBI2 antag: -5; CXCR6 block: -3; Gli-Sufu block: 0; APJ antag: -12
Listed for `COC(=O)C1=C(N)Oc2c(oc(CO)cc2=O)C1c1c(F)cccc1Cl` (centres undefined) → UBC13 inh: 17; CCR6 antag: 16; Jurkat NFkB inh: 5; 697 NFkB inh: 12; EBI2 antag: -2; CXCR6 block: -1; Gli-Sufu block: -3; APJ antag: 20

The results go on:
SMILES	UBC13 inh	CCR6 antag	Jurkat NFkB inh	697 NFkB inh	EBI2 antag	CXCR6 block	Gli-Sufu block	APJ antag
Cn1c(CNc2cccc(Cl)c2)nnc1SCC#N	9	-26	3	12	-6	8	-8	-8
COC(C(=O)N/N=C(\C)c1ccc(C)cc1)c1ccccc1 (centres undefined)	-6	0	-7	-4	0	6	-15	0
O=C(O)Cn1nc(C(F)(F)F)c2c1CCC2	1	-18	-10	-13	-6	-1	2	12
CCOC(=O)c1cc(-c2ccccc2)sc1NC(=O)C(C)Sc1nnnn1C (centres undefined)	-5	7	-8	-12	29	18	3	-6
Cc1ccc(C(NC(=O)N2CC(C)OC(C)C2)C(Cl)Cl)cc1F (centres undefined)	13	6	3	8	-7	-1	11	-18
CCN(CC)C(=O)c1sc(NC(=O)c2ccc(Br)o2)c(C(=O)OC)c1C	5	9	-8	0	4	10	6	-2
CCOc1ccc(CN(C)C(=O)CCl)cc1	-20	-10	9	25	-1	-2	0	4
O=C(COc1ccc2c(c1)CCC2)Nc1ccccn1	-2	11	-15	-2	-5	5	-21	1
Cc1ccc(N2CCN(/N=C/C=C/c3ccccc3)CC2)cc1	-13	-6	-17	-31	18	5	12	11
COc1ccc([N+](=O)[O-])c(OC)c1C(=O)NC(=O)Nc1c(F)c(F)c(F)c(F)c1F	-3	6	-2	5	-6	-4	33	7
CNC(=O)/C(C#N)=C/c1cn(CC(=O)OC)c2ccccc12	-5	15	-1	10	-8	2	-3	4
NC(=O)CC(NC(=S)NCc1ccccc1)C(=O)O (centres undefined)	7	0	2	34	-18	9	3	11
CCC1(C)Cc2c(sc3c2c(=O)n(C)c2nnc(SCC(=O)c4ccccc4)n32)CO1 (centres undefined)	2	-2	-10	9	2	4	13	0
Oc1ccc(C[C@H]2CNCCN2CCCCC2CCCCC2)cc1	58*	10	1	-10	-17	-11	0	-49
CCOc1ccc(-c2n[nH]c(=S)n2Cc2ccccc2)cc1	17	1	-1	1	-2	-12	-1	-4
COc1ccc(C2N3CC4(C)CN2CC(C)(C3)C4O)cc1OC (centres undefined)	12	17	2	21	2	-20	2	1
O=C(NC(c1ccccc1)c1ccccc1)C1CCCC1	6	13	-2	-6	-7	-11	0	4
Fc1ccc(-c2nnsc2Sc2ccccn2)cc1	-8	10	-12	-28	-16	10	6	4
COc1ccc(OC)c2c1sc(=NC(=O)C(C)(C)C)n2C	13	8	-9	5	9	1	0	0
CCOC(=O)c1[nH]c2cc(OC)c(OC)cc2c1NC(=O)CCN1CCSCC1	5	8	13	19	-2	-3	3	-5
CCCCC12CN3CCN(CC(C3)/C1=N\NC(=O)c1ccccc1N)C2	10	-12	2	23	2	2	-3	6
